Screens: PubChem BioAssay, several laboratories
PRMT1 FP inh – PRMT1 methyltransferase inhibitors, primary screen, biochemical, fluorescence polarization; Protein arginine N-methyltransferase 1 (Homo sapiens), Q99873; recombinant PRMT1, activity-based probe fluorescence polarization; inhibition, % at 2.79 µM; 370,000 tested, 1.3% active;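 active means inhibition above about 21% made by adding two undisclosed values, limit read from the data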
Target sequence (Q99873 whole entry, looked up): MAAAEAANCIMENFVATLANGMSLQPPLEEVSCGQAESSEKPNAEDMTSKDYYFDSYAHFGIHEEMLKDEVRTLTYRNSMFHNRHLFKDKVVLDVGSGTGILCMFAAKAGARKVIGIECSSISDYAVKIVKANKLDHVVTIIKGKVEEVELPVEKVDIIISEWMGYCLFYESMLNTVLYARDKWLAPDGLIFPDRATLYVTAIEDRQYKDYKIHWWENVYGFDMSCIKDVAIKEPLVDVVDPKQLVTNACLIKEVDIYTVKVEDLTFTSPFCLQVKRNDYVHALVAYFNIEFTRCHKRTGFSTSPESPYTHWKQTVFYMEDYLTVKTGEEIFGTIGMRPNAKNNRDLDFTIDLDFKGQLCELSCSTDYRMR
LEDGF integ inh – blockers of LEDGF/p75-dependent integrase strand transfer – biochemical, TR-FRET, high throughput, primary screen; TR-FRET IN-LEDGF/p75 DNA integration, Eu/Cy5; inhibition, % at 3.7 µM; 370,000 tested, 0.64% active;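 active means inhibition above the screen-wide mean plus 3 SD, cut at about 13% in these data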;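 further: signal is the Cy5 over europium emission ratio at 671 and 618 nm; 0% = plate median of compound wells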
TCR CD3 inh – inhibitors of human TCR-CD3 interaction, primary screen, biochemical, fluorescence, TAMRA-labeled TCR probe; T-cell receptor (TCR); inhibition, % at 9.4 µM; 360,000 tested, 0.37% active; in the data active means inhibition above about 19%;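 further: recombinant mutant TCR 2C K166C tagged with TAMRA read by polarization; 0% = receptor in buffer alone and 100% = receptor with positive control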
SIAE inh – human SIAE inhibitors, primary screen, biochemical, fluorescence polarization, FP-Rh probe, 1536-well HTS; 370,000 tested, 0.69% active; Sialate O-acetylesterase (Homo sapiens), Q9HAT2; inhibition, % at 9.66 µM; SIAE FP-Rh probe binding; AID 1053197, 2014;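 active means inhibition above a cutoff: mean of compounds within the control limits plus 3 SD of those, cut at about 17% in these data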;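 further: 0% = plate median of compound wells and 100% = probe without SIAE protein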
HTRA1 inhibitor – HTRA1 serine protease inhibitors, primary screen, biochemical, fluorescence polarization, HTS; inhibition, % at 5.96 µM; recombinant HTRA1, FP-rhodamine activity-based probe; 340,000 tested, 0.5% active; AID 504803, 2011; in the data active means inhibition above about 36%;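 further: 0% = enzyme with DMSO and 100% = wells lacking enzyme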
NR1D1 modulator – modulators of Rev-erb alpha DNA binding, primary screen, biochemical, FITC-DNA, fluorescence polarization, uHTS; Rev-erbα–FITC-DNA binding, 90 min; activity, % at 10 µM; 370,000 tested, 0.79% active; AID 1259318, 2017;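 active means activity above about 14%, limit read from the data; passing the limit was not always enough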;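 further: 0% = DMSO wells with 35 nM protein and 100% = DMSO wells with 750 nM protein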
Target sequence (P20393 whole entry, looked up): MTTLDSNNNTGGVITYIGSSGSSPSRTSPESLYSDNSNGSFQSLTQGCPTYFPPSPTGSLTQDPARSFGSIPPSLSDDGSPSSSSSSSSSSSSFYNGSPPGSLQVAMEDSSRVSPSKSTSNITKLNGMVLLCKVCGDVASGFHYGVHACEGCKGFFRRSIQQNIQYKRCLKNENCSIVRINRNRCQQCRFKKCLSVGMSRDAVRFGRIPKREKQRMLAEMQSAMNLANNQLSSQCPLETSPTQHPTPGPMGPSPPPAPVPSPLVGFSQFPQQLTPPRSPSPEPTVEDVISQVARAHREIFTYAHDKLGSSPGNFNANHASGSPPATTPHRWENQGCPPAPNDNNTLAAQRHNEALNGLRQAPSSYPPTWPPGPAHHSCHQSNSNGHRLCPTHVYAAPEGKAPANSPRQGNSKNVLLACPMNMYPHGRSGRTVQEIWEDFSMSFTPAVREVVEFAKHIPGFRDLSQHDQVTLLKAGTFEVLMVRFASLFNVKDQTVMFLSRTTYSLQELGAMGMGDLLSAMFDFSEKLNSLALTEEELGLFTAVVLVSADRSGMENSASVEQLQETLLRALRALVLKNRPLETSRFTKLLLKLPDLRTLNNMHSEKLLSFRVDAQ
rCAG RNA binder – binders of r(CAG) RNA repeats, primary screen, biochemical, fluorescence; 370,000 tested, 1.3% active; r(CAG) RNA repeat, TO-PRO-1 dye displacement fluorescence; inhibition, % at 3 µM;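 active means inhibition above the plate cutoff, the mean of all test compounds on that plate plus 3 SD, cut at about 35% in these data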;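 further: 0% = DMSO alone and 100% = 100 µM mitoxantrone as full dye displacement; higher means more dye released from RNA so lower well fluorescence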
PG9 binder – binders of HIV-1 gp120 antibody PG9, primary screen, biochemical, TR-FRET; inhibition, % at 6.7 µM; 360,000 tested, 0.43% active; TR-FRET gp120-PG9 antibody binding; HIV-1 gp120 / PG9 antibody interaction; in the data active means inhibition above about 8.5%
TDP2 inh – human TDP2 enzyme inhibitors, primary screen, biochemical, epi absorbance, recombinant enzyme | Tyrosyl-DNA phosphodiesterase 2 (Homo sapiens), O95551 | T5PNP hydrolysis, p-nitrophenol absorbance 415 nm | inhibition, % at 12.8 µM | 370,000 tested, 0.34% active | AID 720702, 2013;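 active means inhibition above the mean of all tested compounds plus 3 SD, set per campaign, cut at about 25% in these data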;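 further: 0% = DMSO with enzyme and 100% = buffer with substrate but no TDP2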
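Test system: Human TDP2 enzyme | Reagent: 5 mM T5PNP | Compound dosing: 12.8 µM single point, 1% DMSO | Incubation: Enzyme reaction with compound for 2 h at 37 °C | Technique: p-Nitrophenol epi absorbance | Read-out: % inhibition relative to enzyme-containing and enzyme-free wells | Benchmarks: High control without enzyme, low control DMSO plus TDP2 | Replicates: Singlicate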
mABHD4 FP – ABHD4 inhibitors, primary screen, biochemical, fluorescence polarization, mouse; (Lyso)-N-acylphosphatidylethanolamine lipase (Mus musculus), Q8VD66; purified mABHD4, FP-Rh probe fluorescence polarization; inhibition, % at 8.92 µM; 370,000 tested, 0.54% active; AID 720543, 2013;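 active means inhibition exceeding the mean over every tested compound plus 3 SD, cut at about 30% in these data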;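 further: 0% = plate median of compound wells and 100% = S159A mutant with DMSO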
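Assay system: mouse ABHD4 enzyme, wild type / Also added: fluorescent activity-based probe FP-Rh / Doses: single nominal dose of 8.92 µM, 0.89% DMSO final / Timing: 45 min compound pre-incubation plus 60 min probe step, 25 °C / Signal: FP readout, ex 525 nm / em 598 nm / Control set: S159A mutant/DMSO as 100%, compound-well median as 0%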
* marks the source's active call; other numbers are inactive results; x = no result given. A portion of the library (hit frequency here may not be typical).

SMILES | PRMT1 FP inh | LEDGF integ inh | TCR CD3 inh | SIAE inh | HTRA1 inhibitor | NR1D1 modulator | rCAG RNA binder | PG9 binder | TDP2 inh | mABHD4 FP
COc1cc(C(=O)NNC(=O)CNC(=O)c2ccc(Br)o2)cc(OC)c1OC | 0 | 0 | 2 | -1 | 4 | 0 | 0 | 2.5 | 11 | -1
CCc1cc2c(=O)n(-c3ccccc3)c(=S)[nH]c2s1 | 9 | -2 | -3 | 2 | 1 | -3 | 0 | 2.0 | 2 | 3
CCOc1ccccc1NS(=O)(=O)c1cccc2nsnc12 | 1 | 3 | -2 | 4 | -3 | -1 | 4 | -2.6 | -1 | 3
COC1CC(=O)C2OC(c3ccccc3)OCC2O1 (configuration not stated) | -1 | -4 | -5 | -1 | 1 | 0 | 1 | 0.7 | 8 | 1
COc1cc(C(=O)NCc2nnc(SCC(=O)NC3CCCC3)o2)cc(OC)c1OC | -1 | -1 | 1 | 0 | -5 | -10 | -2 | -0.6 | -15 | 3
Cc1ccc(NS(=O)(=O)c2ccc3[nH]c(=O)[nH]c3c2)cc1 | 4 | 0 | -4 | 3 | -8 | 4 | 3 | 2.0 | -7 | -10
COc1ccc(-c2cc(C(F)(F)F)n3nc(C(=O)Nc4cc(C)on4)cc3n2)cc1OC | -2 | 0 | 1 | 18* | 8 | 34* | 4 | 0.2 | 7 | 3
Cc1ccc(-c2cc(C(=O)NCc3ccco3)no2)cc1 | -3 | 6 | -3 | -1 | 0 | -1 | -4 | -0.1 | 7 | 4
COc1ccc(Br)cc1CN(C)C(=O)c1cc(Cl)c2c(c1)OCCO2 | -3 | 3 | 3 | 2 | -15 | 9 | -1 | -2.1 | -15 | -2
O=C(CN(C(=O)c1csnn1)c1ccc(F)c(Cl)c1)NCc1ccc(F)cc1 | -1 | 0 | 3 | -1 | -2 | -1 | 0 | -1.4 | 4 | -2
CC(C)(C)C1=CC(=O)C(N2CCOCC2)=CC1=O | 1 | 0 | 1 | 4 | 3 | 11 | 2 | -16 | 4 | 16
COc1cc(OC)c(OC)cc1CNc1nnnn1C | -1 | 3 | 3 | -1 | 3 | -8 | 1 | 0.7 | 6 | -1
COc1cc(OC)c(C2N(c3ccc(Cl)c(Cl)c3)C(=O)C3CCCN32)cc1OC (configuration not stated) | 4 | 2 | -3 | -4 | 1 | 3 | 1 | -1.1 | -1 | -19
Cc1nn2cc(-c3ccccc3)nc2s1 | -3 | 2 | 6 | 0 | -1 | -1 | -1 | 1.0 | 8 | -1
C=CCOc1cccc(C2C(C(=O)c3ccco3)=C(O)C(=O)N2Cc2ccncc2)c1 (configuration not stated) | 4 | 2 | 3 | 0 | 6 | -1 | 1 | 1.6 | 0 | 1
CS(=O)(=O)c1ccc(Cl)c(NC(=O)COC(=O)CNC(=O)c2ccc(Br)o2)c1 | -1 | 3 | -3 | 2 | 3 | -4 | -1 | 0.9 | 2 | -3
O=C(O)c1cc(N2C(=O)C=CC2=O)cc(N2C(=O)C=CC2=O)c1 | 75* | 62* | 6 | 4 | -2 | 2 | 15 | 3.1 | 13 | 24
COc1cccc(-n2cc3c(=O)n(C)c(=O)n(C)c3c2)c1 | 1 | 0 | 8 | 15 | 3 | -1 | 3 | -1.5 | 7 | 6
CC1(C(=O)NCc2ccccc2)CN(S(C)(=O)=O)CC(=O)N1C1CC1 (configuration not stated) | 2 | 1 | -2 | 1 | x | 3 | 0 | 0.0 | 10 | 3
CC(=O)c1cccc(S(=O)(=O)N(Cc2cc3cc4c(cc3[nH]c2=O)OCCO4)CC2CCCO2)c1 (configuration not stated) | 3 | 1 | 5 | 2 | -12 | -1 | -3 | 0.0 | -2 | 4
Cc1cc(C(=O)N2CCN(c3ccc([N+](=O)[O-])cc3)CC2)n[nH]1 | 2 | 1 | -3 | 8 | 13 | 1 | -2 | -2.0 | -3 | 4
Cc1cc(C)n(C(=O)c2ccc([N+](=O)[O-])cc2N)n1 | -6 | 4 | 4 | -2 | -3 | 0 | -2 | -1.0 | 7 | 2
Cc1ccc(C(=O)OCC(=O)NCCc2ccccc2)cc1C | -2 | 13 | 2 | -7 | -9 | 3 | -2 | -0.7 | -5 | -8
O=C(CCNS(=O)(=O)c1ccccc1C(F)(F)F)N1CCN(C(c2ccccc2)c2ccccc2)CC1 | 0 | -1 | -4 | 2 | -1 | -2 | 2 | 0.4 | 0 | -3
O=C(Cn1[nH]c(=O)c2ccccc2c1=O)NCc1cccnc1 | -1 | 1 | 1 | -1 | -1 | 2 | 1 | -2.0 | -6 | -3

Overlap with the part before: two compounds, followed by the next part.
SMILES | PRMT1 FP inh | LEDGF integ inh | TCR CD3 inh | SIAE inh | HTRA1 inhibitor | NR1D1 modulator | rCAG RNA binder | PG9 binder | TDP2 inh | mABHD4 FP
O=C(CCNS(=O)(=O)c1ccccc1C(F)(F)F)N1CCN(C(c2ccccc2)c2ccccc2)CC1 | 0 | -1 | -4 | 2 | -1 | -2 | 2 | 0.4 | 0 | -3
O=C(Cn1[nH]c(=O)c2ccccc2c1=O)NCc1cccnc1 | -1 | 1 | 1 | -1 | -1 | 2 | 1 | -2.0 | -6 | -3
Cc1ccc(NS(=O)(=O)c2ccc3c(c2)n(C)c(=O)n3C)cc1C | 25* | -1 | -12 | -5 | -4 | 0 | 1 | -0.4 | -21 | -13
CC(=O)Nc1nc(-c2ccccc2)nc(C)c1C(C)=O | 1 | 2 | 4 | -4 | -3 | -3 | 1 | -0.1 | 4 | 5
c1ccc(-n2nnc(-c3nccs3)n2)cc1 | 2 | 1 | 5 | 5 | 5 | 0 | 8 | 1.3 | 0 | -2
Nc1ncc(-n2cncn2)c(-c2ccccc2)n1 | 0 | 3 | 3 | 0 | 0 | -4 | 3 | -2.4 | 8 | 0
CCc1ccccc1NC(=O)COC(=O)C1CC(=O)N(c2ccc(F)cc2)C1 (configuration not stated) | -4 | -1 | 2 | 3 | -1 | -1 | -2 | -1.0 | -1 | -1
O=S(=O)(Nc1ccc(C(F)(F)F)cn1)c1ccccc1 | -2 | 4 | 7 | -1 | 3 | -3 | 1 | -1.6 | 3 | -4
COc1ccccc1/C=N/NC(=O)CSc1cc(C)nc2ccccc12 | 33* | -2 | 3 | -9 | -10 | -3 | -3 | -0.7 | -3 | -1
CCN[C@H]1C[C@H](C)S(=O)(=O)c2sc(S(N)(=O)=O)cc21 | 4 | -6 | 3 | 1 | 7 | -9 | 0 | -0.4 | 4 | 4
Cc1ccc(NC(=O)COC(=O)C2CCN(c3ccc(C(F)(F)F)cn3)CC2)cc1C | -3 | 3 | 2 | -12 | -24 | -2 | -6 | -1.6 | -9 | -18
CS(=O)(=O)N(CC(=O)N1CCCCCC1)c1cccc(Cl)c1Cl | -2 | 2 | 13 | -1 | -1 | 2 | -2 | -3.1 | -2 | 1
Cc1ccccc1NC(=O)OCc1cn(-c2ccc(Cl)cc2)nn1 | -3 | 2 | 2 | -3 | 0 | -3 | 0 | -1.1 | -10 | -5
CC(C)(C)c1ccccc1OCC(=O)NCCC(=O)O | -3 | 0 | 6 | -6 | 4 | 0 | -3 | 0.7 | -5 | -4
Cc1cccc(C(=O)NC(C)C(c2cccs2)N2CCOCC2)c1 (configuration not stated) | -1 | 2 | 9 | -2 | 7 | -1 | -4 | -1.3 | 8 | 2
CC(C)c1ccc(NC(=O)CN2C(=O)NC3(CCCC3)C2=O)cc1 | -1 | 0 | 1 | 2 | -1 | -3 | 1 | -0.6 | 11 | 5
OCC[C@@H]1C[C@H](O)[C@@H](O)[C@]2(Cc3ccccc3CO2)O1 | -4 | 1 | 3 | 3 | 0 | -4 | -1 | -2.4 | 5 | 4
Cc1cc(-c2n[nH]c(=S)n2N=Cc2cccc(Oc3ccccc3)c2)n[nH]1 | 14 | -5 | x | 4 | x | -6 | 46* | x | 4 | 3
CCOc1ccc(N(CC(=O)NCc2ccccc2)C(=O)Cn2nnc(-c3ccc(C)o3)n2)cc1 | -1 | 2 | 8 | -5 | -38 | 0 | 1 | 1.6 | -15 | 5
CC(C)C[C@H](NC(=O)c1nc[nH]c1C(=O)NC1CCNCC1)C(=O)OC(C)(C)C | 1 | 2 | 0 | 12 | 4 | 5 | 2 | -4.4 | -10 | 12
CCOc1ccc(N2CC(C(=O)Nc3ccc(S(=O)(=O)N4CCCCC4)cc3)CC2=O)cc1 (configuration not stated) | 2 | -5 | -5 | -1 | -16 | -1 | 6 | -1.3 | -7 | -5
COc1ccc(S(=O)(=O)N2CCN(CCOc3ccccc3Cl)CC2)cc1OC | -1 | -3 | -1 | 5 | 0 | -1 | 3 | 0.0 | -5 | -12
CCOC(=O)C1CCN(C/C=C/c2ccccc2)CC1 | -4 | 2 | -5 | 2 | 1 | -3 | -8 | 1.4 | 11 | 4
CN(C(=O)COc1ccc(Br)cc1Cl)C1CCCCC1 | -4 | 9 | 3 | 2 | -2 | 4 | -3 | 0.1 | -16 | -7
CC1CCC(C(=O)NC(C(=O)NCc2ccccn2)C(C)C)CC1 (configuration not stated) | 2 | 1 | 3 | -1 | 6 | -5 | 1 | -0.9 | 5 | 3
Cc1ccc(N(CC(=O)Nc2cc(C)cc(C)c2)S(=O)(=O)c2cccc3nonc23)cc1 | -1 | -7 | -2 | -17 | -46 | 0 | 11 | -1.6 | -6 | -22
CCn1cc(C(=O)NP(=O)(Nc2ccc(C)cc2)Nc2ccc(C)cc2)c2ccccc21 | -1 | 5 | 7 | 1 | 0 | 8 | 1 | -0.2 | 12 | 0
Following part.
SMILES | PRMT1 FP inh | LEDGF integ inh | TCR CD3 inh | SIAE inh | HTRA1 inhibitor | NR1D1 modulator | rCAG RNA binder | PG9 binder | TDP2 inh | mABHD4 FP
O=C(NCc1ccccc1)C1C(c2ccccc2)=Nc2ccccc2N1C(=O)c1cnccn1 (configuration not stated) | 1 | -4 | -7 | 0 | x | -5 | 5 | -2.3 | -1 | 4
Cc1noc(NC(=O)c2ccc(Cl)c(Cl)c2)c1Cl | 4 | 2 | -2 | -10 | -1 | 0 | 13 | -0.2 | -5 | -15
NC(=S)NN=C1CCSCC1 | 5 | 5 | -8 | 2 | 5 | 8 | 0 | 0.9 | 4 | -2
Cn1cc([C@]2(O)C(=O)Nc3ccc(Br)cc32)c2ccccc21 | 4 | 0 | -1 | -9 | x | 5 | 3 | -6.6 | -1 | -1
O=C(Nc1ccc2ccccc2c1)Nc1ccc2snnc2c1 | 2 | 2 | -2 | -10 | -94 | -1 | 48* | -1.0 | 5 | -138
COC(=O)CN1CCN(C(=O)c2ccc(F)cc2)c2ccccc2C1 | -2 | -3 | 7 | 0 | 2 | -8 | -6 | -1.7 | -3 | 1
